RGS4-Gao reg: human RGS4-Galphao interaction regulation. P09471. Multiplexed bead flow cytometry, RGS4-Galphao binding; actives lie on both sides. binding response (% of control), % at 10 µM. 0.33% of 220,000 active. AID 1415; in the data active = binding response below about 49% or above about 150%; inactive = in between;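 also: fluorescent Galphao activated with aluminum fluoride binding bead-coupled RGS4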
Target sequence (P09471 whole entry, looked up): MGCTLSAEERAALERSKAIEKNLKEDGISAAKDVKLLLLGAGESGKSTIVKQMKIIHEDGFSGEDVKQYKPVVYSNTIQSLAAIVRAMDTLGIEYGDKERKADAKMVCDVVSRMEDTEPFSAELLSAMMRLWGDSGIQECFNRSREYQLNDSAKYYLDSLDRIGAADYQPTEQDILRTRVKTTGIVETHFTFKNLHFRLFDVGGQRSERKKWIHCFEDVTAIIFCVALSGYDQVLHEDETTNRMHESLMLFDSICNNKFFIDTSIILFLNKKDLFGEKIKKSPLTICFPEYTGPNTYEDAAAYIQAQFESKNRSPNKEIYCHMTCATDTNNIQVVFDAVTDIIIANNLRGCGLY
RGS8-Gao reg: human RGS8-Galphao interaction regulation | P09471 | multiplexed bead flow cytometry, RGS8-Galphao binding; actives lie on both sides | response (percent of control binding), % at 10 µM | 0.34% of 220,000 active | AID 1423; in the data active = response below about 60% or above about 140%; inactive = in between;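 also: Galphao activated as the GDP aluminium fluoride complex binding bead-coupled RGS8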
Pf gamet viab: kills late stage P. falciparum gametocytes; P. falciparum stage V gametocytes, ATP luminescence, 24 h; 0.065% of 150,000 active; AID 743093; inhibition, % at 10.9 µM;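 active = inhibition above the mean plus 3 SD of compounds within the control limits, set per campaign, cut at about 38% in these data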;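 also: 0% = DMSO wells and 100% = medium only without gametocytes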
Mcl1-Noxa inh: Mcl-1/Noxa interaction inhibition; TR-FRET Mcl-1/Noxa peptide binding, 2 h; inhibition, % at 21.7 µM; 1.5% of 220,000 active; AID 1022;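 active = compounds that cut the protein-peptide binding signal by more than 50% relative to plate controls in a single-dose test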;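 also: His-tagged Mcl-1 with rhodamine Noxa BH3 peptide and terbium anti-His antibody; 0% = Mcl-1 plus Noxa peptide wells and 100% = peptide-only wells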
Avidin fluor: compound fluoresces at 488/530 nm on avidin beads | compound fluorescence 488/530 nm, flow cytometry; hits give high values | 0.38% of 220,000 active | AID 1775 | fluorescence (KMESF) at 10 µM; in the data active = fluorescence above about 47; also: inactives centre near 10
GSH fluor: GSH bead compound fluorescence profile. AID 1776. fluorescence (KMESF) at 10 µM. 0.25% of 190,000 active. GSH beads flow cytometry, compound fluorescence 488/530 nm; hits give high values; in the data active = fluorescence above about 89;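 also: glutathione beads carrying GST-tagged Bcl family fusion proteins plus one bare bead set; values are compound well signal with DMSO vehicle wells as background; inactives centre near 16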
RGS7-Gao: regulators of human RGS7-Galphao interaction. P09471. Multiplexed bead flow cytometry, RGS7-Galphao binding; actives lie on both sides. binding response (% of control), % at 10 µM. 0.35% of 220,000 active; in the data active = binding response below about 49% or above about 150%; inconclusive = no clear call, values can overlap the other calls; inactive = in between;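 also: fluorescent Galphao held in activated GDP-AlF4 state binding bead-coupled RGS7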
ABCB1 inh: blocks JC-1 efflux by human ABCB1 transporter; CCRF-Adr cells, flow cytometry; inhibition, % at 6.6 µM; 0.067% of 190,000 active; AID 1326; in the data active = inhibition above about 40%;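 also: 0% = vehicle and 100% = reference inhibitor; higher value means more JC-1 retained so stronger ABCB1 efflux block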
Mcl-1 Bim block: disrupts Bim peptide binding to human Mcl-1. 0.1% of 190,000 active. AID 1009. Bead-based flow cytometry, Bim peptide-Mcl-1 binding. Q07820. inhibition, % at 10 µM; in the data active = inhibition above about 40%;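 also: 0% = no compound tracer wells and 100% = peptide blocker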
Mcl1-Bid inh: Mcl-1/Bid interaction inhibition | inhibition, % at 21.7 µM | Q07820 | 0.97% of 220,000 active | AID 1021 | TR-FRET Mcl-1/Bid-Dy647 peptide binding, 1536-well;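 active = compounds that cut the binding signal by more than half at the single screening dose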;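 also: His-tagged Mcl-1 with europium anti-His antibody binding Bid BH3 peptide; 0% = Mcl-1 plus peptide wells and 100% = peptide-only wells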
ABCG2 inh: inhibitors of human ABCG2 transporter, ABCB1 counter-screen; Q9UNQ0; IgMXP3 cells, JC-1 efflux, flow cytometry; inhibition, % at 6.6 µM; 0.1% of 190,000 active; AID 1325;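 active = inhibition above 80%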;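 also: 0% = DMSO and 100% = nicardipine control wells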
Target sequence (Q9UNQ0 whole entry, looked up): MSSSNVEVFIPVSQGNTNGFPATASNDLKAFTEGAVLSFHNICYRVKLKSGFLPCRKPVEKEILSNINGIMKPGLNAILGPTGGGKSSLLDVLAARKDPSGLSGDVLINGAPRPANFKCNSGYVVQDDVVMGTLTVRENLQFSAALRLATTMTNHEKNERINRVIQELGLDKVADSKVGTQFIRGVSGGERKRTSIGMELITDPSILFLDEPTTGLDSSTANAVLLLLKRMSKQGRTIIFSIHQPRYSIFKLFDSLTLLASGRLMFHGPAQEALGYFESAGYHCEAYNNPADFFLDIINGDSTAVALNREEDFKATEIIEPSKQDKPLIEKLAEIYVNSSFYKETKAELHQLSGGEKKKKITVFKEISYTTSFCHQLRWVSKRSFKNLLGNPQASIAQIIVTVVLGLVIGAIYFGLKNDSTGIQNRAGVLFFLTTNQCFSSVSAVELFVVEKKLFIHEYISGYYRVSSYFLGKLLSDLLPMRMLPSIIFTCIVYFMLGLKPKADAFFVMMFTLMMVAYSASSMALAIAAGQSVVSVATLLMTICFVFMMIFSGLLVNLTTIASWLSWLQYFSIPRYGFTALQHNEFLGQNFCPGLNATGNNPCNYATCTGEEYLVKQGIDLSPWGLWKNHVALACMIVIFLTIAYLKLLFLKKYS
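Test system: IgMXP3 (ABCG2) plus far-red-tagged CCRF-Adr (ABCB1) cells. Reagent: JC-1 dye as substrate. Timing: 10 min exposure at 25 °C with rotation, no wash. Measured by: flow cytometric JC-1 green MFI at 530 nm. Read-out: percent efflux inhibition, scaled nicardipine 100% to DMSO 0%. Control set: nicardipine and DMSO wells.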
* marks the source's active call; other numbers are inactive results; ? = inconclusive; . = not tested or not shown.

SMILES | RGS4-Gao reg | RGS8-Gao reg | Pf gamet viab | Mcl1-Noxa inh | Avidin fluor | GSH fluor | RGS7-Gao | ABCB1 inh | Mcl-1 Bim block | Mcl1-Bid inh | ABCG2 inh
COC(=O)[C@H](Cc1ccccc1)NC(=O)N1CC(C)OC(C)C1 (some centres undefined) | 105.0 | 103.3 | . | -3.9 | 18 | 8 | 103.8 | 0.3 | 2.0 | -5.5 | 1.0
COC(=O)c1cc(NC(=O)CN(c2ccccc2OC)S(=O)(=O)c2ccccc2)ccc1Cl | 104.5 | 100.3 | . | . | 17 | 24 | 114.2 | 4.2 | 1.0 | -17.9 | 6.4
CC(C)c1ccccc1NC(=O)COC(=O)Cc1cccc(C(F)(F)F)c1 | 98.9 | 100.3 | 10.3 | -5.0 | 7 | 10 | 96.8 | 0.8 | -4.0 | -3.6 | 16.3
C=CCN1C(=O)C2(c3ccccc31)C1CCCC=C1C(C#N)=C(N)C2(C#N)C#N (centres undefined) | 98.9 | 95.5 | -7.5 | 1.0 | 0 | 43 | 100.8 | 0.3 | -4.0 | -58.6 | 0.3
CN1C(=O)c2ccccc2NC(=O)[C@]12O[C@@H]2c1cccc(O)c1 | 99.8 | 101.0 | . | 15.9 | 9 | . | ? | . | . | -95.9 | .
COc1ccc(NC(=S)Nc2cc(C)[nH]n2)cc1Cl | 101.3 | 93.6 | -8.4 | 31.8 | 11 | . | ? | . | . | -41.7 | .
COc1ccc(CC(=O)n2c(CC#N)nc3ccccc32)cc1OC | 99.8 | 98.5 | . | 30.3 | 11 | 38 | 99.5 | 1.6 | -1.0 | 4.5 | 12.0
CSc1ccccc1C(=O)N(C)Cc1ccccc1 | 100.8 | 99.7 | -6.3 | -8.5 | 9 | 19 | ? | 0.7 | 1.0 | -25.4 | 6.5
COc1ccccc1C1/C(=C(/O)c2ccc(C)cc2)C(=O)C(=O)N1Cc1ccco1 (centres undefined) | 93.8 | 98.1 | . | 8.5 | 5 | 12 | 103.9 | 0.5 | -3.0 | -27.6 | 3.4
Cc1ccc(OCC(=O)NNC(=O)CCC(=O)NCc2ccccc2)cc1 | 102.9 | 100.7 | . | 5.3 | 10 | 9 | 98.8 | 1.2 | 0.0 | -32.6 | 5.5
CC(C)(C)NC(=O)NC(=O)CN1CCN(S(=O)(=O)c2ccccc2)CC1 | 106.2 | 101.3 | 12.4 | -3.6 | 8 | . | ? | . | . | -14.2 | .
CCN(CC)CCNc1nc2c(c(=O)n(C)c(=O)n2C)n1C/C=C(/C)Cl | 103.3 | 98.9 | -14.8 | 16.8 | 16 | 6 | 102.4 | 0.2 | 0.0 | -112.0 | 1.1
Cc1cc(N2CCCC(C(=O)Nc3ccc4c(c3)CCC4)C2)n2ncnc2n1 (centres undefined) | 98.6 | 104.0 | . | 4.3 | 6 | 19 | 99.9 | -0.2 | 0.0 | -16.2 | -0.2
CN1CCN(/C=N/c2sc3c(c2C#N)CCCCC3)CC1 | 102.6 | 100.7 | . | 8.6 | 26 | 20 | 100.9 | 0.1 | -3.0 | -2.5 | 6.6
N#C/C(=C/c1ccco1)C(N)=S | 102.2 | 100.9 | -15.4 | -6.0 | 8 | . | ? | . | . | -12.4 | .
C=CCN1CC(c2nc3ccccc3n2Cc2ccccc2)CC1=O (centres undefined) | 98.0 | 101.8 | 13.0 | 7.8 | 16 | 9 | 102.0 | 0.5 | -1.0 | -27.4 | 1.6
CC(=O)Nc1ccc(NC(=O)C(=O)c2cn(CC(=O)N3CCCCC3)c3ccccc23)cc1 | 99.5 | 100.1 | 14.7 | -21.6 | 10 | 9 | 100.3 | -0.3 | -1.0 | -0.7 | 0.5
COc1cc2c(cc1OC)C1(CCCCC1)CN(C)C2 | 95.7 | 98.3 | -1.7 | 15.9 | 12 | . | ? | . | . | 4.5 | .
CSc1nc(SCC(=O)NC(c2ccccc2)c2ccccc2)c2c3c(sc2n1)CN(C)CC3 | 100.5 | 101.0 | 16.1 | 14.2 | 13 | 30 | 99.6 | 1.5 | 0.0 | 32.4 | 30.7
COc1ccc(N)cc1-n1cnnn1 | 99.3 | 102.8 | 2.7 | 7.2 | 10 | 17 | ? | 0.6 | -1.0 | -19.5 | 22.2
C=CCn1c(N2CCN(c3ccc(OC)cc3)CC2)nc2c1c(=O)[nH]c(=O)n2C | 94.8 | 97.7 | 14.6 | -1.5 | 10 | 10 | 94.1 | 1.8 | 1.0 | -52.2 | 13.3
Nc1c(NC(=O)CC[n+]2ccccc2)cccc1[N+](=O)[O-] | 106.3 | 117.3 | -4.5 | 3.2 | 10 | 10 | 100.7 | 0.1 | -10.0 | 3.5 | 6.2
COc1ccccc1N(CC(=O)N1CCc2ccccc2C1)S(C)(=O)=O | 98.3 | 100.4 | . | -0.8 | 11 | 14 | 96.2 | 0.1 | -7.0 | -21.8 | 1.9
COc1cc(Cl)c(C)cc1NC(=O)COC(=O)/C=C/c1c(C)nn(C2CCS(=O)(=O)C2)c1Cl (centres undefined) | 100.3 | 100.0 | . | 16.7 | 15 | 28 | 99.5 | 3.3 | -2.0 | 0.1 | 60.4
CCCc1n[nH]c(=O)[nH]1 | 92.1 | 94.9 | 7.9 | 1.7 | 23 | 53 | 98.6 | 0.5 | 0.0 | -19.6 | 1.9
CCc1nc(SCC(=O)Nc2ccccc2C(=O)OC)n[nH]1 | 97.8 | 98.8 | . | -6.5 | 7 | 11 | 96.6 | 0.6 | -1.0 | -26.4 | 30.0
Fc1ccccc1NC(=S)N/N=C/c1ccccc1Br | 100.2 | 102.1 | 8.0 | -2.3 | 16 | 13 | 101.5 | 0.0 | 2.0 | -42.3 | 0.5
Cc1ccc2[nH]c(=O)c(CN(CCN3CCOCC3)C(=O)Nc3ccccc3F)cc2c1 | 97.1 | 97.3 | . | -4.6 | 35 | 24 | 95.8 | 0.8 | -4.0 | 1.8 | 12.6
Cc1cc(C(=O)COC(=O)CC2Sc3ccccc3NC2=O)c(C)n1-c1ccc2c(c1)OCO2 (centres undefined) | 91.9 | 99.1 | -19.8 | 9.6 | 9 | 6 | 93.6 | 1.1 | -8.0 | -38.6 | -0.4
O=C(NCC1CCCO1)c1c(O)c2ccccc2[nH]c1=O (centres undefined) | 99.5 | 100.8 | -7.5 | -4.8 | 10 | 10 | 97.7 | 0.1 | -5.0 | -17.1 | 0.7
CN(C)S(=O)(=O)c1ccc(N2CCCC2)c(C(=O)Nc2nc(-c3ccc(F)cc3)cs2)c1 | 96.4 | 98.3 | 9.8 | 7.5 | 11 | 4 | 100.0 | 3.2 | -3.0 | -32.8 | 3.3
Cc1ccc2c(c1)nnn2C1CCN(S(=O)(=O)c2ccc(C(=O)N(C)C)cc2)CC1 | 99.8 | 100.5 | 5.6 | 20.9 | 33 | 24 | 98.6 | 2.8 | -8.0 | -5.3 | 19.6
Cc1ccc(C(C(=O)NC2CCCCC2)N(C(=O)Cc2c[nH]c3ccccc23)c2ccccc2)o1 (centres undefined) | 103.5 | 96.2 | 15.3 | -4.0 | 8 | 51 | 104.5 | 1.0 | 3.0 | -50.6 | 1.2
COc1ccc(OC)c(CC(NC(C)=O)C(=O)NC2CCN(c3nnnn3-c3ccccc3)CC2)c1 (centres undefined) | 99.8 | 101.2 | 4.5 | 9.8 | 8 | . | ? | . | . | -59.6 | .
CCOC(=O)N1CCN(C(=O)CSc2nc(CC)nc3c2c(=O)n(C)c(=O)n3C)CC1 | 99.7 | 100.0 | 19.0 | 3.1 | 7 | . | ? | . | . | 0.2 | .
c1ccc2c(c1)[nH]c1c(N3CCOCC3)ncnc12 | 94.9 | 97.5 | -9.1 | 8.4 | 34 | 12 | 96.6 | 0.6 | -1.0 | 4.1 | 2.4
O=C(NCc1ccco1)c1cc2cc3ccc(Cl)cc3nc2o1 | 106.5 | 107.8 | . | 4.6 | 9 | 25 | 102.5 | -0.1 | 0.0 | -25.2 | 2.7
CC(=C/c1ccc(C(C)C)cc1)/C=N/NC(=O)CSc1ccccn1 | 102.5 | 101.4 | -18.5 | 9.8 | 11 | 13 | 100.1 | 1.6 | -1.0 | 2.7 | 8.4
Cc1ccnc(NC(=O)CCC(=O)N(CC(=O)NC(C)(C)C)C2CCCC2)c1 | 100.2 | 100.7 | 6.6 | -19.3 | 16 | 21 | 97.0 | 0.8 | 0.0 | -14.4 | 2.5
COc1cccc(NC(=O)Cn2cnc3sc(C)c(S(=O)(=O)N4CCCCC4)c3c2=O)c1 | 95.0 | 97.2 | . | -8.3 | 34 | 24 | 99.5 | 0.7 | -1.0 | -10.5 | 1.8
CCOCCCNC(=O)c1ccc(Br)cc1 | 120.2 | 104.1 | . | 13.6 | 37 | 27 | 119.8 | 1.1 | 2.0 | -4.9 | 7.7
COc1ccc(NS(=O)(=O)c2cc(NC(=O)c3ccccc3F)ccc2N2CCCC2)cc1 | 99.3 | 100.2 | -3.3 | -13.4 | 3 | . | ? | . | . | -44.8 | .
O=C(c1cc([N+](=O)[O-])ccc1N1CCN(S(=O)(=O)c2ccc(Cl)c(Cl)c2)CC1)N1CCOCC1 | 92.7 | 93.2 | . | 2.6 | 2 | 7 | 95.2 | 3.9 | -3.0 | -9.1 | 1.5
CCOC(=O)C1CCN(c2ncnc3c2oc2ccccc23)CC1 | 103.5 | 102.7 | . | 0.9 | 9 | 15 | 105.8 | 1.0 | -2.0 | -6.2 | 9.5
Cc1ccc(N(C(=O)CCC(=O)Nc2cc(C)on2)C(C(=O)NC2CCCC2)c2ccccc2)cc1 (centres undefined) | 94.6 | 98.8 | -23.9 | -15.8 | 12 | 24 | 96.6 | 0.1 | 0.0 | -21.2 | -0.3
CNc1nc(NCCOC23CC4CC(CC(C4)C2)C3)nc(OCC(F)(F)F)n1 | 97.6 | 98.5 | . | 2.9 | 8 | 21 | 95.7 | 0.4 | -1.0 | 0.1 | 1.2
c1ccc(C2COC(c3cccs3)=N2)cc1 (centres undefined) | 99.3 | 100.2 | 6.0 | 4.7 | 28 | 23 | 102.2 | 0.8 | -5.0 | -10.8 | 4.4
FC(F)(F)c1ccccc1-n1c(CN2CCCCC2)n[nH]c1=S | 102.2 | 101.1 | 5.9 | 0.4 | 9 | . | ? | . | . | -48.5 | .

Of the compounds above, three contain two or more sulfur atoms:
SMILES | RGS4-Gao reg | RGS8-Gao reg | Pf gamet viab | Mcl1-Noxa inh | Avidin fluor | GSH fluor | RGS7-Gao | ABCB1 inh | Mcl-1 Bim block | Mcl1-Bid inh | ABCG2 inh
CSc1nc(SCC(=O)NC(c2ccccc2)c2ccccc2)c2c3c(sc2n1)CN(C)CC3 | 100.5 | 101.0 | 16.1 | 14.2 | 13 | 30 | 99.6 | 1.5 | 0.0 | 32.4 | 30.7
CN(C)S(=O)(=O)c1ccc(N2CCCC2)c(C(=O)Nc2nc(-c3ccc(F)cc3)cs2)c1 | 96.4 | 98.3 | 9.8 | 7.5 | 11 | 4 | 100.0 | 3.2 | -3.0 | -32.8 | 3.3
COc1cccc(NC(=O)Cn2cnc3sc(C)c(S(=O)(=O)N4CCCCC4)c3c2=O)c1 | 95.0 | 97.2 | . | -8.3 | 34 | 24 | 99.5 | 0.7 | -1.0 | -10.5 | 1.8
